Source: PubChem
NR5A2 inv ag = suppresses constitutive activity of human LRH-1; inhibition, % at 3.6 µM; HEK293T StAR-luciferase reporter, LRH-1 transfected, 24 h; AID 602396; 0.13% of 360,000 active;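 active = inhibition above the mean inhibition of all tested compounds plus 3 SD, cut at about 73% in these data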;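 note: 0% = DMSO wells and 100% = reporter-only cells lacking LRH-1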
SRC2 inh = human SRC2 (NCOA2) inhibition; Q15596; HEK293 GAL4-SRC2 luciferase reporter, luminescence; inhibition, % at 9 µM; 0.17% of 370,000 active; AID 651957;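 active = inhibition above the mean inhibition of all tested compounds plus 3 SD, set per campaign, cut at about 52% in these data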;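 note: 0% = DMSO treated cells and 100% = cells given Gossypol at 36 µM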
NCOA3 inh = inhibitors of human steroid receptor coactivator 3 (SRC3); Q9Y6Q9; HEK293 GAL4-SRC3 luciferase reporter, luminescence; inhibition, % at 3.6 µM; 0.17% of 360,000 active;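 active = inhibition above a per-campaign cutoff, the mean of all compounds plus 3 SD, cut at about 60% in these data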;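 note: 0% = DMSO-treated cells and 100% = gossypol-treated cells at 36 µM; higher means less SRC3-driven luciferase light from the GAL4 reporter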
Target sequence (Q9Y6Q9 whole entry, looked up, the tested form may be a part): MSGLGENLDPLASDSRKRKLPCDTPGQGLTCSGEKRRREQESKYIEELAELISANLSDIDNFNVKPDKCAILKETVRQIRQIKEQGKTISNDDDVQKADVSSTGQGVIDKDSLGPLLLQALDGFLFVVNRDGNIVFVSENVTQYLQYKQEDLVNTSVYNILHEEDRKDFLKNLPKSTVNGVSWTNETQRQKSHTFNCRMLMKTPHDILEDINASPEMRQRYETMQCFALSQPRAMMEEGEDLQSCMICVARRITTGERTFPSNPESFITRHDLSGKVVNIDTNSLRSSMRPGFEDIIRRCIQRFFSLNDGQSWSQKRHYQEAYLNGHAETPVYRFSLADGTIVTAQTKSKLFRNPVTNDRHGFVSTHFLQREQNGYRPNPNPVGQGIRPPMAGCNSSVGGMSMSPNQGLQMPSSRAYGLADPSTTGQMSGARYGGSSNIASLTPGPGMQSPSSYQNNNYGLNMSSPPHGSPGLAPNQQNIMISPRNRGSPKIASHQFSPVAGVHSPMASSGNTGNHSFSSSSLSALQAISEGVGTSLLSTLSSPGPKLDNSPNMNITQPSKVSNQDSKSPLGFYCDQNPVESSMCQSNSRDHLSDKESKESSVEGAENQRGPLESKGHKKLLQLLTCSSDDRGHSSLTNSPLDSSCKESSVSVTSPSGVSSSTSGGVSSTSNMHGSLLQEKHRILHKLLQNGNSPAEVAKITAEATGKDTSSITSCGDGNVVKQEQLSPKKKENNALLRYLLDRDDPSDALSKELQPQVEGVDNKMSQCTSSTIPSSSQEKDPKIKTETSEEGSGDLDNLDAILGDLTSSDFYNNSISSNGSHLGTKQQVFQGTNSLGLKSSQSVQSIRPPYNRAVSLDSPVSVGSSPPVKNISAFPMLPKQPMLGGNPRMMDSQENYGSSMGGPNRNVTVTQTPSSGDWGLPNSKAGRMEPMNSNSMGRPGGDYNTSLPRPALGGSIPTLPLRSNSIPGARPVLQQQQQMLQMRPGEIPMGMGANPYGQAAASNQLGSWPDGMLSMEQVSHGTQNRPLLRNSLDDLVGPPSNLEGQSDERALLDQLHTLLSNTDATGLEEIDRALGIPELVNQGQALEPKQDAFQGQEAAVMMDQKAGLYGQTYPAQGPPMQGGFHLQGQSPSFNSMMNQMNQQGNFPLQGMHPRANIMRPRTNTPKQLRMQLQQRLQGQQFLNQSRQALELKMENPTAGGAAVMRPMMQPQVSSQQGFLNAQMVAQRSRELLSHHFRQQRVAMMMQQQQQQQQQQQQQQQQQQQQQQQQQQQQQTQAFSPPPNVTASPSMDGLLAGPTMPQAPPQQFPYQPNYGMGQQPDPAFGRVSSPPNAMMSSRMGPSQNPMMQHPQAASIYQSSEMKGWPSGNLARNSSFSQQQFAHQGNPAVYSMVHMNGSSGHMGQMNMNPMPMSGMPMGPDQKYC
TROY signal inh = blocks TROY-dependent signaling in reporter cells; Q293 LMP1-TROYcd NF-kB luciferase reporter, 4 h; inhibition, % at 10 µM; 0.98% of 360,000 active;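 active = compounds whose plate-normalised and pattern-corrected inhibition of the luciferase reporter signal at the single screening dose is 50% or more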
C8 TRAIL sens = sensitizes caspase-8 expressing cells to TRAIL | NB7+C8 cells + TRAIL, ATPlite viability luminescence | inhibition (viability loss, TRAIL sensitization), % at 10 µM | 1% of 360,000 active | AID 624354;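 active = compounds causing at least 50% loss of cell viability in the single-dose screen, relative to plate controls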
NOD2-RIPK2 inh = blocks binding of human NOD2 to RIPK2; O43353; CHO BLA complementation NOD2-RIPK2, CCF4 ratio; inhibition, % at 4.98 µM; 0.38% of 360,000 active; AID 624267; in the data active = inhibition above about 21%;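 note: 0% = vehicle only and 100% = reference blocker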
TLR9-MyD88 block = blocks human TLR9 binding to MyD88 | 0.21% of 340,000 active | Q9NR96+Q99836 | CHO BLA complementation TLR9-MyD88, CCF4 FRET ratio | inhibition, % at 4.98 µM;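 active = inhibition above the mean over all tested compounds plus 3 SD, cut at about 21% in these data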;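 note: 0% = DMSO only wells and 100% = clavulanate BLA inhibitor control wells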
COUP-TFII inh = blocks human COUP-TFII nuclear receptor; HEK293T NGFI-A luciferase reporter, luminescence; inhibition, % at 8.6 µM; 0.7% of 370,000 active;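 active = inhibition above a per-plate cutoff, mean inhibition of test wells between control levels plus 3 SD, cut at about 38% in these data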;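 note: cells cotransfected with COUP-TFII expression vector driving the NGFI-A reporter; 0% = median of COUP-TF2 test wells and 100% = reporter-only cells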
TWEAK Fn14 block = inhibitors of TWEAK-Fn14 interaction signaling; TWEAK-stimulated Fn14 reporter cells, luciferase luminescence, 8 h; inhibition, % at 10 µM; 2% of 360,000 active; in the data active = inhibition above about 50%
LMP1 NFkB inh = inhibitors of Epstein-Barr LMP1-induced NF-kappaB reporter | LMP1-induced NF-kappaB luciferase reporter cells, luminescence | inhibition, % at 12.5 µM | 0.69% of 350,000 active | AID 504558; in the data active = inhibition above about 41%;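 note: 0% = neutral control wells and 100% = reference inhibitor control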
SRC1 inh = human NCOA1 inhibition; 0.12% of 360,000 active; inhibition, % at 3.6 µM; AID 588354; Q15788; HEK293 GAL4-SRC1 luciferase reporter, luminescence;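 active = inhibition above the campaign mean plus 3 SD, with each screening campaign given its own cutoff, cut at about 60% in these data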;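 note: 0% = DMSO treated cells and 100% = gossypol at 36 µM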
Active calls of the source: *; / = no result given. Not all compounds are listed; the hit share may differ from the screen's.

The line under a structure holds: NR5A2 inv ag, SRC2 inh, NCOA3 inh, TROY signal inh, C8 TRAIL sens, NOD2-RIPK2 inh, TLR9-MyD88 block, COUP-TFII inh, TWEAK Fn14 block, LMP1 NFkB inh, SRC1 inh
#1 Cc1ccc(S(=O)(=O)N2CCOCC2)cc1NC(=O)COc1ccc(C(=O)c2ccccc2)cc1
  3.3, 29.4, 14.3, 46.5, 8.5, -2.4, 4.0, 28.7, 33.2, -0.5, -2.2
#2 Cc1ccsc1C(=O)Nc1ccc(OCc2ccccc2)cc1
  -67.0, -56.7, -74.2, -34.1, 12.4, -1.2, 2.1, -30.2, -47.9, -33.4, -92.1
#3 COc1cc([N+](=O)[O-])ccc1NC(=O)CN1CCOCC1
  -4.2, -54.9, 16.5, -1.3, 3.6, -4.8, 0.3, -9.3, 6.5, -2.1, 14.5
#4 Cc1cc(S(=O)(=O)NC2CCCCC2)ccc1OCC(=O)N1CCOCC1
  2.8, /, 10.6, 11.1, 30.0, -1.0, -10.6, /, -15.8, 5.3, 13.3
#5 COc1cccc(NC(=O)N(CCCN2CCOCC2)C(C)c2cc3cccc(OC)c3o2)c1 (configuration not stated)
  6.8, -3.0, 5.6, 7.7, 1.3, -6.7, -3.8, -11.8, -16.2, -5.9, 9.6
#6 CCCOc1ccc(OC(=O)c2ccc(Br)o2)cc1
  -19.3, -7.7, 12.1, -36.3, 6.5, -11.7, -7.7, -7.7, -10.6, -7.1, -17.3
#7 Cc1ccc(C(C)C)c(OCC(=O)N/N=C/c2cccn2C)c1
  16.2, -27.9, 16.1, 8.8, -11.4, -11.8, -2.0, 7.5, 9.9, 7.9, 2.2
#8 CCOc1cc(C2NN=C(c3ccccc3)S2)ccc1OCc1ccccc1Cl (configuration not stated)
  -169.0, -60.9, -130.8, -39.1, 32.9, 2.0, -2.3, -69.0, 9.7, -20.4, -110.3
#9 Cc1ccc(NC(=O)C2CC(O)CN2C(=O)OCc2ccccc2)cc1C (configuration not stated)
  16.7, 10.5, 21.8, -8.2, -4.9, -12.0, 11.2, 1.6, 11.2, -0.7, -2.6
#10 CC(C)OCCCN1C(=O)c2ccccc2C1C(=O)NC1CCCCC1 (configuration not stated)
  16.9, 19.8, 1.8, -26.5, -3.0, -3.5, -12.1, 4.2, 3.9, -1.1, 2.4
#11 O=C(O)c1cc([N+](=O)[O-])ccc1C(=O)Nc1ccccc1
  7.7, -13.1, 22.4, -17.3, 4.5, -5.3, 0.6, 8.3, -13.7, -5.0, -24.8
#12 CCN(CC)C(=O)c1[nH]cnc1C(=O)NCCCCCNC(=O)OC(C)(C)C
  9.1, -23.9, 1.7, -1.5, -11.9, 7.5, 6.0, -3.6, -3.8, -1.8, -12.1
#13 CC(C)c1ccc(NC(=O)Cn2c(=O)oc3cccnc32)cc1
  -39.8, 17.8, -2.0, -25.0, 14.7, 7.8, -3.8, -15.1, -11.2, -9.0, -36.1
#14 COc1ccc(OC)c(NC(=O)CC(NC(C)=O)c2ccccc2)c1 (configuration not stated)
  8.6, 16.3, 15.3, -3.4, -6.4, -9.2, -3.3, 7.1, 31.5, -1.6, 7.2
#15 CCOc1cccc(-c2cc(N3CCN(CCO)CC3)n3nccc3n2)c1
  6.0, -0.7, -1.2, -8.3, -7.6, -12.6, /, -13.5, -32.8, /, -2.3
#16 O=C(CN1C(=O)S/C(=C\C=C\c2ccccc2)C1=O)Nc1ccc(O)cc1
  -1.7, -39.5, -20.7, -50.2, 7.2, 0.8, -7.3, -25.0, 1.9, -25.3, -28.2
#17 CCOC(=O)c1c(S(=O)(=O)NCc2cccs2)c(C)n(C)c1C
  26.0, -11.7, 3.2, -5.0, -6.5, 5.5, -9.3, 1.4, -15.9, -7.4, 20.8
#18 Cc1ccccc1S(=O)(=O)c1c(C)cc(-c2ccccc2)[nH]c1=O
  2.6, 2.4, 12.2, -19.5, 2.9, 2.0, -8.0, 3.5, -8.4, -6.1, 0.9
#19 Cc1cn([C@H]2C[C@H](O)[C@@H](CNC(=O)[C@H](N)Cc3cccnc3)O2)c(=O)[nH]c1=O
  2.0, -19.2, 0.1, -11.7, -0.8, 0.6, -1.3, 0.3, -11.6, 4.8, -13.0
#20 Cc1ccc(S(=O)(=O)Nc2ccc3c(c2)ncn3C(C)(C)C)cc1
  -11.2, -15.2, -12.0, 7.4, 3.6, 2.9, -1.2, 3.4, 14.9, -6.0, -14.2
#21 COc1ccccc1OCC(=O)NNC(=O)Nc1ccccc1
  0.7, 2.3, 13.7, 10.1, -10.8, -10.4, -6.8, -1.3, 2.7, -13.3, -27.2
#22 Cc1nc(NC(=O)C(Cl)Cl)sc1C(=O)N(C)C
  -1.0, -26.8, -2.3, -3.6, -3.0, 1.6, -9.0, -8.3, 11.3, -4.4, -12.5
#23 Cc1cc(C)cc(N(CC(=O)NC2CCCCC2)C(=O)CCC(=O)Nc2cc(C)ccn2)c1
  20.7, 15.3, -19.4, -11.2, -2.9, -8.7, -3.3, 11.2, -14.4, 10.1, 0.9
#24 CC(=O)c1ccc(-c2ccc(C(=O)N3CCN(c4ccc(F)cc4)CC3)o2)cc1
  7.6, -32.7, -17.0, -12.1, 10.8, 0.5, 3.7, -1.7, -18.2, 4.2, -25.1
#25 COc1ccccc1N1CCN(C2CCCN(C(=O)CCN3CCCCO3)C2)CC1 (configuration not stated)
  6.5, 16.7, -7.7, -15.6, -0.5, 6.9, -5.3, 15.3, 12.9, -1.1, 2.1
#26 COC(=O)C1CCCN1S(=O)(=O)c1ccc2ccccc2c1 (configuration not stated)
  -9.5, 5.7, 26.1, -13.6, -3.3, 1.0, 0.9, 12.4, 12.8, -2.4, 7.8
#27 Cc1nnc(NC(=O)CCC(=O)N2CCC(C)CC2)s1
  12.1, 3.2, 4.4, -11.3, 10.3, 2.4, -8.5, 3.3, -6.4, 5.1, 6.5
#28 Cc1ccc(N=Cc2c(C)[nH]n(-c3nc4ccccc4[nH]3)c2=O)cc1
  11.5, -0.9, -20.7, 10.2, 89.3*, -21.6, -2.5, -1.5, 12.7, 31.2, -2.0
#29 CCN1CCCC1CNC(=O)CS(=O)(=O)Cc1nc(-c2ccccc2C)oc1C (configuration not stated)
  12.4, -15.9, -10.6, 13.7, -11.2, 4.5, -9.7, -16.0, -32.0, 6.9, -19.6
#30 CSc1ccccc1NC(=O)c1ccc(N2CC3CC(C2)c2cccc(=O)n2C3)c(NC(=O)c2cccnc2)c1 (configuration not stated)
  -9.8, 5.6, 17.5, -1.9, -15.1, -19.0, 1.4, -5.9, -16.1, 12.2, 19.4
#31 CCOC(=O)Cc1cc(-c2ccc(F)cc2)nc2ccc3ccccc3c12
  -3.5, -33.1, 2.6, -12.1, 18.0, 9.5, 2.5, 6.1, -3.8, 8.5, -40.4
#32 Cc1ccc2oc(C(=O)N3CCN(CC(=O)NC(C)C)CC3)c(C)c2c1
  7.3, 19.3, 4.7, 5.7, 0.6, -7.8, -8.2, 15.8, -9.4, -0.8, -14.9
#33 Cc1ccc2nc(SCC(=O)N3c4ccccc4CC3C)c(C)cc2c1 (configuration not stated)
  10.1, -28.1, -3.9, 4.0, -9.4, 4.0, 1.6, 13.1, 4.4, 3.2, -0.1
#34 Cc1ccc(S(=O)(=O)CCC(=O)OC(C)C(=O)c2c(C)[nH]c3ccccc23)cc1 (configuration not stated)
  -6.6, 1.2, 11.0, 0.2, -4.2, 1.3, -9.8, -1.3, -2.1, -0.2, 3.7
#35 CC(=O)Nc1cnn(Cc2ccc(Br)cc2)c1
  7.2, -13.4, -0.7, -0.8, 2.1, -5.0, -2.8, -6.6, -2.8, 4.0, -6.6
#36 COc1ccccc1NC(=O)C(C)Nc1ccc(C)c(Cl)c1 (configuration not stated)
  9.3, 19.6, 20.6, 10.6, -15.4, -0.8, 1.7, -0.5, -16.2, -6.8, 0.5
#37 COC(=O)c1c(-c2ccc(SC)cc2)sc2ccc(OC)cc12
  -105.8, -60.5, -122.7, -100.5, 4.3, 0.8, -1.5, -23.2, -38.0, -52.3, -104.6
#38 COC(=O)CC1=C(C(=O)OC)C(c2cccs2)C(C#N)=C(N)O1 (configuration not stated)
  9.8, -17.8, 7.5, -8.8, -10.1, 4.3, -4.9, 5.3, 8.2, 4.2, -5.7
#39 CC1CCN(S(=O)(=O)c2ccc3[nH]c(=O)cc(C(=O)O)c3c2)CC1
  -0.4, 1.7, 12.8, 4.9, -12.2, -13.1, 5.7, 6.6, -6.1, 0.7, -9.9
#40 NC(=Nc1nc(-c2ccccn2)cc2ccccc12)c1ccccn1
  57.3, -68.6, 81.2*, -1.4, -7.4, -8.1, -1.5, 41.6*, 31.0, 67.4*, 71.1*
#41 Cc1ccc(N(CC(=O)Nc2cc(Cl)ccc2Oc2ccccc2)S(C)(=O)=O)c(C)c1
  -1.1, 1.2, -22.5, 15.6, 6.4, 1.1, -2.8, 9.3, 18.3, -10.5, -0.2
#42 CSc1nnc(C)c(=O)n1COC(=O)COc1ccc(Cl)cc1
  12.6, -8.9, 15.2, 21.4, -21.1, -0.1, 2.8, 12.7, 0.6, -3.2, -10.2
#43 Cc1cc(C)cc(NC(=O)C(=O)NCC2CCCN2S(=O)(=O)c2cccs2)c1 (configuration not stated)
  10.9, -45.6, -7.8, -29.5, -5.0, 1.5, 0.3, 31.6, -28.0, 3.7, -4.8
#44 COc1ccc(-c2cc(CNc3nc(NC(C)C)nc4cc(-c5ccccc5)sc34)on2)cc1
  -20.6, 5.3, -31.2, -44.0, 80.0*, -14.7, /, -25.3, -40.8, /, -7.5
#45 CN1CCN(c2ccc(CNC(=O)C3Cc4c(-c5ccc(Cl)cc5)ccnc4O3)cc2)CC1 (configuration not stated)
  21.4, -12.6, 13.4, -6.0, 7.4, -7.4, /, 8.6, -4.5, /, 9.2
#46 COc1ccc(CNC(=O)[C@H](Cc2c[nH]c3ccccc23)NC(C)=O)cc1OC
  15.2, 0.2, -8.8, -8.1, -9.5, 1.2, 1.4, 0.0, 16.6, -7.4, 2.3

An excerpt from above in order of count of non-hydrogen atoms, largest number first:
The line under a structure holds: NR5A2 inv ag, SRC2 inh, NCOA3 inh, TROY signal inh, C8 TRAIL sens, NOD2-RIPK2 inh, TLR9-MyD88 block, COUP-TFII inh, TWEAK Fn14 block, LMP1 NFkB inh, SRC1 inh
#44 COc1ccc(-c2cc(CNc3nc(NC(C)C)nc4cc(-c5ccccc5)sc34)on2)cc1
  -20.6, 5.3, -31.2, -44.0, 80.0*, -14.7, /, -25.3, -40.8, /, -7.5
#45 CN1CCN(c2ccc(CNC(=O)C3Cc4c(-c5ccc(Cl)cc5)ccnc4O3)cc2)CC1 (configuration not stated)
  21.4, -12.6, 13.4, -6.0, 7.4, -7.4, /, 8.6, -4.5, /, 9.2
#43 Cc1cc(C)cc(NC(=O)C(=O)NCC2CCCN2S(=O)(=O)c2cccs2)c1 (configuration not stated)
  10.9, -45.6, -7.8, -29.5, -5.0, 1.5, 0.3, 31.6, -28.0, 3.7, -4.8
